High-throughput results as filed in PubChem.
EZH2 inh – inhibitors of human EZH2/PRC2 methyltransferase; AID 651548; PRC2 H3K27 methylation, DELFIA TRF, 1 h; actives 0.35% (n = 57,000); inhibition, % at 12.5 µM;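 active = mean inhibition of replicates at least 50% and every single replicate also reaching 50%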;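 also: dimethyl H3K27 on biotinylated H3 21-44 peptide detected by antibody; plate controls were median neutral control wells for no effect and median positive control wells for full effect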
IDH1 R132H inh – IDH1 R132H (human) inhibition; O75874; IDH1 R132H reductase, diaphorase/resazurin fluorescence, 60 min; inhibition, % at 10 µM; actives 0.18% (n = 70,000); in the data active = inhibition above about 34%;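 also: 0% = DMSO and 100% = no enzyme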
Target sequence (O75874 whole entry R132H): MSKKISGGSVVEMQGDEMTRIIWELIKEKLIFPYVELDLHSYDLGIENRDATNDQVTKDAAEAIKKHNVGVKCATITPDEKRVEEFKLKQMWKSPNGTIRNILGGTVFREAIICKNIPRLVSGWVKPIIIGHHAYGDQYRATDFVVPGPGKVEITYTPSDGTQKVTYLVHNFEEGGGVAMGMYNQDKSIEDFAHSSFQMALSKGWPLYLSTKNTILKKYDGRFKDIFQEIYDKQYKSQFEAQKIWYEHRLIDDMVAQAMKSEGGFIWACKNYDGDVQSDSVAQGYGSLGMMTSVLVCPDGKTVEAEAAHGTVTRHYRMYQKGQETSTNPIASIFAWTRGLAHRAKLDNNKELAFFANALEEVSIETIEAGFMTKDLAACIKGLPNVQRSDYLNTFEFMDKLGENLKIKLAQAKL
* marks the source's active call; other numbers are inactive results; . = not tested or not shown. Some of the compounds tested (hit frequency here may not be typical).

| canonical_smiles | EZH2 inh | IDH1 R132H inh |
| --- | --- | --- |
| CCC(=O)Nc1ccc2c(c1)C(=O)N(C)C[C@@H](OC)[C@@H](C)CN(C(=O)c1ccncc1)[C@H](C)CO2 | -7 | 0.4 |
| C[C@@H]1CN([C@H](C)CO)C(=O)Cc2cc(NC(=O)Cc3cn(C)c4ccccc34)ccc2O[C@@H]1CN(C)S(=O)(=O)c1cn(C)cn1 | . | -21 |
| Cc1ccccc1S(=O)(=O)NCC[C@H]1CC[C@@H](NC(=O)Nc2cccc(Cl)c2)[C@@H](CO)O1 | -11 | -0.3 |
| CCC(=O)Nc1ccc2c(c1)C(=O)N(C)C[C@H](OC)[C@H](C)CN(C(=O)Cc1ccccn1)[C@@H](C)CO2 | 5 | 0.1 |
| CCOC(=O)c1c(NC(=O)C(C)n2nc([N+](=O)[O-])c(Br)c2C)sc(C)c1C (centres undefined) | 12 | 0.3 |
| CCCC(=O)Nc1ccc2c(c1)OC[C@H](C)N(C(=O)c1cnccn1)C[C@@H](C)[C@H](OC)CN(C)C2=O | -2 | -0.1 |
| CN(C)C(=O)C[C@H]1CC[C@@H](NC(=O)C2CCOCC2)[C@H](CO)O1 | 5 | 0.3 |
| Cc1ccccc1-c1nnc(SCC(=O)Nc2ccc(N3CCOCC3)cc2)o1 | -16 | 0.2 |
| C[C@H](CO)N1C[C@H](C)[C@@H](CN(C)Cc2ccc(Cl)c(Cl)c2)Oc2ccc(NC(=O)CCCCCC(=O)Nc3ccccc3N)cc2CC1=O | . | 0.8 |
| C[C@H]1CN([C@@H](C)CO)C(=O)c2cccc(NC(=O)Nc3ccc4c(c3)OCO4)c2O[C@@H]1CN(C)C | . | 2.7 |
| C[C@@H]1CN([C@H](C)CO)C(=O)c2cc(-c3cncnc3)cnc2O[C@@H]1CN(C)C(=O)Cc1cccnc1 | 18 | 0.1 |
| COc1ccc(S(=O)(=O)N[C@H]2CC[C@H](CCn3cc(C(C)C)nn3)O[C@H]2CO)cc1 | 2 | 0.1 |
| COCC#Cc1ccc2c(c1)O[C@H](CN(C)Cc1ccccc1F)[C@@H](C)CN([C@H](C)CO)S2(=O)=O | 19 | -0.4 |
| NC(=O)C1(N2CCCCC2)CCN(C(=O)CSc2nc3ccccc3s2)CC1 | 11 | 0.5 |
| CC(C)(C)[S@](=O)N1Cc2cc(C(=O)NCc3ccncc3)nc(-c3cccc(-c4ccc(C#N)cc4)c3)c2[C@@H]1CCO | -15 | 0.0 |
| COCCOC(=O)N1C(=O)[C@@]2(c3cc(C#CC4(O)CCCCCC4)ccc31)[C@H](c1ccc(O)cc1)N1[C@H](c3ccccc3)[C@H](c3ccccc3)OC(=O)[C@H]1[C@@H]2C(N)=O | -23 | . |
| O=C(C[C@@H]1CC[C@@H](NC(=O)Nc2ccccc2)[C@@H](CO)O1)NCc1cccc(F)c1 | -9 | -0.1 |
| CC(C)NC(=O)N(C)C[C@H]1Oc2ncc(-c3ccc(C(=O)N(C)C)cc3)cc2C(=O)N([C@H](C)CO)C[C@@H]1C | -15 | . |
| C[C@@H]1CN([C@@H](C)CO)C(=O)c2cc(C3=CCCCC3)cnc2O[C@@H]1CN(C)C(=O)c1ccncc1 | 13 | . |
| CCCNC(=O)N[C@@H]1C=C[C@H](CC(=O)NCCc2ccccc2)O[C@@H]1CO | -7 | 0.0 |

As a short view, some entries already given:
| canonical_smiles | EZH2 inh | IDH1 R132H inh |
| --- | --- | --- |
| C[C@@H]1CN([C@@H](C)CO)C(=O)c2cc(C3=CCCCC3)cnc2O[C@@H]1CN(C)C(=O)c1ccncc1 | 13 | . |
| CCCNC(=O)N[C@@H]1C=C[C@H](CC(=O)NCCc2ccccc2)O[C@@H]1CO | -7 | 0.0 |

Next records follow.
| canonical_smiles | EZH2 inh | IDH1 R132H inh |
| --- | --- | --- |
| COc1c2occc2c(OC)c2c(=O)cc(C)oc12 | . | -4.5 |
| Cc1noc(C)c1S(=O)(=O)Nc1ccc2c(c1)C(=O)N([C@H](C)CO)C[C@H](C)[C@H](CN(C)C(=O)CCCN(C)C)OCCCC[C@@H](C)O2 | . | 5.7 |
| Cc1ccc(N(CC(=O)Nc2ccccc2Sc2ccccc2)S(C)(=O)=O)c(C)c1 | -6 | -0.2 |
| CN1CCN(c2ccccc2NC(=O)COc2ccccc2[N+](=O)[O-])CC1 | -11 | 0.1 |
| COc1cccc(NC(=O)CSc2nc(C)c(C)c(C)c2C#N)c1 | 4 | 0.2 |
| C[C@H](CO)N1C[C@H](C)[C@H](CN(C)S(C)(=O)=O)Oc2ccc(NC(=O)CCN3CCOCC3)cc2C1=O | -10 | 0.8 |
| Cc1ccccc1-c1ccc2c(c1)O[C@H](CN(C)C)[C@@H](C)CN([C@H](C)CO)S2(=O)=O | -11 | -0.8 |
| CC(/C=C/C(=O)NO)=C\c1ccccc1OC[C@@H]1[C@H]2C[C@H]3c4[nH]c5ccccc5c4CCN3C[C@@H]2CC[C@@H]1O | -36 | 74* |
| Cc1noc(C)c1NC(=O)Nc1ccc2c(c1)C(=O)N([C@@H](C)CO)C[C@@H](C)[C@@H](CN(C)C(=O)Nc1ccccc1)O2 | . | -0.2 |
| CCOc1ccc2ccccc2c1C(=O)NCc1cccnc1 | . | 0.7 |
| C[C@H](CO)N1C[C@H](C)[C@H](CN(C)C(=O)Nc2ccc3c(c2)OCO3)Oc2ncc(C#Cc3ccc(C(F)(F)F)cc3)cc2C1=O | -29 | 1.9 |
| COc1ccc(Cn2c(-c3ccc(OC)c(O)c3)nc3ccccc32)cc1O | . | -1.2 |
| CCCN1C[C@H](C)[C@H](OC)CN(C)C(=O)c2ccc(NC(=O)C3CCOCC3)cc2OC[C@H]1C | 5 | 0.1 |
| COc1ccc(S(=O)(=O)Nc2ccc3c(c2)CC(=O)N([C@H](C)CO)C[C@H](C)[C@@H](CN(C)Cc2ccc(Cl)c(Cl)c2)O3)cc1 | . | 0.3 |
| CS(=O)(=O)N(CC(=O)Nc1ccc(Cl)cc1)c1cccc([N+](=O)[O-])c1 | -10 | 0.0 |
| Cc1cc(C)c(OCC(=O)Nc2ccc(C)cc2[N+](=O)[O-])c(Cl)c1 | 19 | -0.1 |
| C[C@@H]1CN([C@@H](C)CO)C(=O)c2cc(NC(=O)Nc3ccc(F)cc3)ccc2O[C@H]1CN(C)C(=O)Nc1ccc(F)cc1 | . | 1.3 |
| CN(C)C(=O)C[C@H]1C[C@H]2c3cc(NC(=O)C4CCOCC4)ccc3O[C@H]2[C@H](CO)O1 | -3 | -2.0 |
| CC(C)NC(=O)Nc1ccc2c(c1)C(=O)N([C@H](C)CO)C[C@@H](C)[C@@H](CN(C)Cc1ccc(C(=O)O)cc1)OCCCC[C@H](C)O2 | . | 3.2 |
| O=C(Nc1ccccc1C(=O)NCc1ccco1)c1ccccc1Cl | -8 | -0.1 |
| COCC(=O)N(C)C[C@H]1Oc2cc(-c3cncnc3)ccc2S(=O)(=O)N([C@H](C)CO)C[C@H]1C | -13 | -0.3 |
| CCCOc1ccc(C2C(C(=O)Nc3ccccc3OC)=C(C)Nc3ncnn32)cc1OC (centres undefined) | -22 | -1.0 |
| Cc1ccc(S(=O)(=O)Nc2cccc3c2O[C@@H](CN(C)C(=O)NC2CCCCC2)[C@@H](C)CN([C@H](C)CO)C3=O)cc1 | -13 | -3.4 |
| CC(C)(C)c1ccc(N2C(=O)CS(=O)(=O)C2c2ccccc2)cc1 (centres undefined) | -5 | . |
| COCC(=O)N(C)C[C@H]1Oc2ncc(-c3ccccc3C)cc2C(=O)N([C@H](C)CO)C[C@H]1C | -3 | -0.1 |
| NNC(=O)Cc1csc(-c2cccc(-n3cccc3)c2)n1 | -11 | 0.2 |
| CC(C)C#Cc1cnc2c(c1)C(=O)N([C@@H](C)CO)C[C@@H](C)[C@@H](CN(C)C(=O)c1cnccn1)O2 | -35 | 0.2 |
| CCOC(=O)N1CCN(Cc2nnc(-c3ccc4c(c3)OCO4)o2)CC1 | 4 | 0.1 |
| Cc1ccccc1OCC(=O)Nc1cccc(NC(=O)C(C)C)c1 | -1 | 0.3 |
| CS(=O)(=O)Nc1ccc2c(c1)[C@@H]1C[C@H](CC(=O)NCc3ccc(-c4ccccc4)cc3)O[C@@H](CO)[C@@H]1O2 | 2 | -0.4 |
| CC(C)NC(=O)N[C@H]1C=C[C@@H](CC(=O)NCc2ccc(Oc3ccccc3)cc2)O[C@H]1CO | 7 | -0.2 |
| CC(C)n1cc(-c2nc(C(C)(C)C)cs2)c(=O)n(Cc2ccccc2)c1=O | 2 | 1.3 |
| COc1ccc(Cl)cc1NC(=O)C(=O)NCc1cccnc1 | 5 | 0.3 |
| O=C(NCc1ccco1)c1ccc(NC(=O)C2COc3ccccc3O2)cc1 (centres undefined) | -8 | -0.3 |
| COc1ccc(NC(=O)Nc2ccc3c(c2)CC(=O)N([C@@H](C)CO)C[C@H](C)[C@H](CN(C)Cc2ccc(C(F)(F)F)cc2)O3)cc1 | . | -1.8 |
| Cc1noc(C)c1NC(=O)N(C)C[C@H]1Oc2ccc(NS(=O)(=O)c3ccc(Cl)cc3)cc2C(=O)N([C@H](C)CO)C[C@H]1C | . | 0.2 |
| CCCN(C)C[C@H]1Oc2cc(C#CCC3CCCC3)ccc2S(=O)(=O)N([C@@H](C)CO)C[C@@H]1C | 11 | 0.2 |
| CO[C@@H]1CN(C)C(=O)c2ccc(NC(=O)c3cccc(F)c3)cc2OC[C@@H](C)NC[C@H]1C | 5 | -0.6 |
| CC(C)CC#Cc1ccc2c(c1)O[C@@H](CN(C)C(=O)NC1CCCC1)[C@@H](C)CN([C@H](C)CO)S2(=O)=O | 2 | -2.2 |
| CC(C)NC(=O)N(C)C[C@H]1Oc2ccc(NS(=O)(=O)c3ccc(Cl)cc3)cc2CC(=O)N([C@@H](C)CO)C[C@H]1C | 8 | . |
| C[C@H]1CN([C@@H](C)CO)C(=O)c2cc(NC(=O)Nc3ccccc3)ccc2O[C@@H]1CN(C)C(=O)NC1CCCCC1 | . | -1.4 |
| Cc1ccc(S(=O)(=O)N(C)C[C@H]2Oc3ccc(NS(=O)(=O)c4ccccc4)cc3C(=O)N([C@H](C)CO)C[C@H]2C)cc1 | . | 1.1 |
| C[C@@H]1CN([C@H](C)CO)C(=O)c2cccc(NS(=O)(=O)c3ccccc3)c2O[C@@H]1CN(C)Cc1ccc(Cl)c(Cl)c1 | -19 | . |
| C[C@@H]1CCCCO[C@H](CN(C)C)[C@@H](C)CN([C@@H](C)CO)C(=O)c2cc(NC(=O)NC3CCCCC3)ccc2O1 | 0 | 4.3 |
| CCCC#Cc1ccc2c(c1)O[C@@H](CN(C)CCC)[C@@H](C)CN([C@@H](C)CO)S2(=O)=O | . | -0.3 |
| C=C1[C@@H](C2=CC(=O)OC2)CC[C@@]2(O)[C@@H]1CC1[C@H]2CC[C@@H]2C[C@@H](O[C@H]3O[C@@H](C)[C@@H](O[C@@H]4O[C@H](CO[C@@H]5O[C@H](CO)[C@@H](O)[C@H](O)[C@H]5O)[C@@H](O)[C@H](O)[C@H]4O)[C@H](OC)[C@H]3O)CC[C@]12C (some centres undefined) | 10 | 0.2 |
| O=C(O)C[C@@H]1C=C[C@@H](NC(=O)Nc2cc(F)ccc2F)[C@@H](CO)O1 | 12 | -0.1 |
| O=C(CSc1nnnn1-c1ccccc1)Nc1ccc(F)c(Cl)c1 | -17 | 0.1 |
| Cc1noc(C)c1S(=O)(=O)Nc1ccc2c(c1)CC(=O)N([C@@H](C)CO)C[C@H](C)[C@@H](CN(C)Cc1ccc(Cl)c(Cl)c1)O2 | . | -0.5 |
| CC(C)NC(=O)Nc1ccc2c(c1)C(=O)N([C@H](C)CO)C[C@@H](C)[C@@H](CN(C)S(C)(=O)=O)O2 | -13 | 2.5 |

The list goes on; it opens with the 4 that closed the last part.
| canonical_smiles | EZH2 inh | IDH1 R132H inh |
| --- | --- | --- |
| O=C(O)C[C@@H]1C=C[C@@H](NC(=O)Nc2cc(F)ccc2F)[C@@H](CO)O1 | 12 | -0.1 |
| O=C(CSc1nnnn1-c1ccccc1)Nc1ccc(F)c(Cl)c1 | -17 | 0.1 |
| Cc1noc(C)c1S(=O)(=O)Nc1ccc2c(c1)CC(=O)N([C@@H](C)CO)C[C@H](C)[C@@H](CN(C)Cc1ccc(Cl)c(Cl)c1)O2 | . | -0.5 |
| CC(C)NC(=O)Nc1ccc2c(c1)C(=O)N([C@H](C)CO)C[C@@H](C)[C@@H](CN(C)S(C)(=O)=O)O2 | -13 | 2.5 |
| O=C(C[C@H]1C[C@@H]2c3cc(NS(=O)(=O)c4ccccc4)ccc3O[C@@H]2[C@@H](CO)O1)N1CCCCC1 | 9 | 0.3 |
| CC(C)NC(=O)N(C)C[C@H]1Oc2c(NS(=O)(=O)c3ccccc3)cccc2C(=O)N([C@@H](C)CO)C[C@@H]1C | 10 | -0.9 |
| C[C@H](CO)N1C[C@H](C)[C@@H](CN(C)Cc2ccc(C(F)(F)F)cc2)Oc2ccc(NC(=O)Cn3cnnn3)cc2C1=O | -2 | . |
| Cn1cnc(S(=O)(=O)N(Cc2ccccc2)Cc2ccccc2N2CCC(C(=O)O)CC2)c1 | -7 | -2.0 |
| C[C@H](CO)N1C[C@H](C)[C@H](CN(C)S(=O)(=O)c2cn(C)cn2)Oc2ncc(C3=CCCCC3)cc2C1=O | 5 | . |
| O=C(N/N=C/c1ccc(C(F)(F)F)cc1)c1ccccc1O | -8 | 0.1 |
| O=C(C[C@H]1C=C[C@H](NC(=O)C2CCOCC2)[C@H](CO)O1)NCC1CCCCC1 | -6 | 0.3 |
| CO[C@H](C(=O)N(C)C[C@H]1OCc2ccccc2-c2c(n(C)c3ccccc23)C(=O)N([C@@H](C)CO)C[C@H]1C)c1ccccc1 | -6 | -0.2 |
| C[C@@H]1CCCCO[C@@H](CN(C)S(=O)(=O)c2ccc(F)cc2)[C@H](C)CN([C@H](C)CO)C(=O)c2cc(NC(=O)Nc3ccc4c(c3)OCO4)ccc2O1 | . | 0.2 |
| COc1ccccc1-c1cnc2c(c1)C(=O)N([C@H](C)CO)C[C@H](C)[C@@H](CN(C)Cc1ccc(F)cc1)O2 | -2 | -0.2 |
